Source: PubChem BioAssay
CYP2C19 activ: human CYP2C19 activators, primary screen, biochemical, luminescence; Cytochrome P450 2C19 (Homo sapiens), P33261; recombinant CYP2C19, luciferin-H EGE luminescence; stronger effect = higher value; 0 = fully inhibited enzyme, 1 = untreated enzyme; activation factor at 5 µM; 96,000 tested, under 10 active;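 active = activation factor of at least 2 at 5 µM in the primary screen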;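 also: 0 = wells with 2.5 mM tranylcypromine and 1 = vehicle-only wells; values of inactives mirror those of a sister screen read the other way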
Target sequence (P33261 whole entry, looked up): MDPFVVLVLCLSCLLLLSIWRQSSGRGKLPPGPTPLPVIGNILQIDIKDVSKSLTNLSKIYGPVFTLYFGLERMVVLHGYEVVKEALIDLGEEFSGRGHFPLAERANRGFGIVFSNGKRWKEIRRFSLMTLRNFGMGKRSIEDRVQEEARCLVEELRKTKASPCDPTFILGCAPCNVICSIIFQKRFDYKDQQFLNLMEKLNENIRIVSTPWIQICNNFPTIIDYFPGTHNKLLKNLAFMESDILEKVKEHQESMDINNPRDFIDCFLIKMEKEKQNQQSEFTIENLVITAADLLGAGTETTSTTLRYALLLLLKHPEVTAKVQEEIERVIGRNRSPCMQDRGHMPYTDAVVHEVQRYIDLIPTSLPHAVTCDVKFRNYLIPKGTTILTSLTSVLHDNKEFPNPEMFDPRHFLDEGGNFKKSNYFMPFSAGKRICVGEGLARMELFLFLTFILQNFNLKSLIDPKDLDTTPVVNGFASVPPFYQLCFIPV
PLAP act: PLAP enzyme activators, biochemical, luminescence, HTS. hit rate 1.2% among 96,000. purified PLAP enzyme, luminescent substrate read-out; stronger effect = higher value. activation fold at 20 µM. Alkaline phosphatase, placental type (Homo sapiens), P05187; in the data active = activation fold above about 2
Target sequence (P05187 whole entry, looked up): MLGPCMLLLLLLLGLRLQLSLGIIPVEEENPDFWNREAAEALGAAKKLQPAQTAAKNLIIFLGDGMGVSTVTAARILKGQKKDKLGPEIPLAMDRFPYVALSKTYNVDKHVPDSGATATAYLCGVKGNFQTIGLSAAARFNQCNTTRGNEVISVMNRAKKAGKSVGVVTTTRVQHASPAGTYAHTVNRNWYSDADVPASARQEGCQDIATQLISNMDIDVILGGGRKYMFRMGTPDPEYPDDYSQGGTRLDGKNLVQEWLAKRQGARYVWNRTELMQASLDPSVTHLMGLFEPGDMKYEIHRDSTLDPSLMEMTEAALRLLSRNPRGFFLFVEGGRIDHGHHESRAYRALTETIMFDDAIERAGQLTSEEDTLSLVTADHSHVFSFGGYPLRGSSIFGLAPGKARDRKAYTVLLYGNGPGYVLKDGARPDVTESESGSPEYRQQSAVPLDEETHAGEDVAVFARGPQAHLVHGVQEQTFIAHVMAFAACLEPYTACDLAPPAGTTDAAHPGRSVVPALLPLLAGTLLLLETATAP
CYP2C9 inhib: blockers of cytochrome P450 2C9 activity – biochemical, luminescence, ADME assay, primary screen; inhibition, % at 5 µM; CYP2C9 Supersomes, luciferin-H conversion; hit rate 20% among 96,000; P11712; AID 777, 2007;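 active = blocking of liver enzyme CYP2C9 beyond about 50% at 5 µM, limit read from the data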; also: values of inactives mirror those of a sister screen read the other way
PostGolgi yeast: phenotypic screen on post-Golgi transport, primary screen; hit rate 0.9% among 98,000; post-Golgi transport phenotypic cell assay; inhibition, % at 10 µM; in the data active = inhibition above about 30%;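 also: yeast cells grown in 1536-well plates; yeast grown about 18 h at 30C before absorbance read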
PTK2B oligo ant: antagonists of Pyk2 self-association, primary screen, Q293 cells, FERM NanoBiT luminescence, HTS | stronger effect = lower value | z-score (the deposit names both 25 µM and 10 µM) | hit rate 0.83% among 99,000 | AID 1347419, 2020;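 active = Z-score of -3 or lower, scaled per plate to the spread of control and sample wells; inactive = z-score above -3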;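 also: negative z-score means lost luminescence so less FERM oligomerization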
E coli WT exp: growth inhibitors of wild-type E. coli, primary screen, strain BW25113, expanded library, OD600 | OD600 absorbance | growth inhibition, % at 100 µM | hit rate 0.15% among 98,000;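 active = growth inhibition above about 50% at one test dose, limit read from the data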;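 also: growth measured after 20 h incubation at 37 °C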
EphB4 ephrin blk: EphB4-ephrin-B2 interaction antagonists, primary screen, biochemical, TNYL-RAW peptide probe, fluorescence polarization | EphB4 LBD / TNYL-RAW-Alexa532 peptide | AID 720, 2007 | inhibition, % at 7 µM | Ephrin type-B receptor 4 (Homo sapiens), P54760 | hit rate 0.15% among 97,000;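 active = inhibition above the screen-wide mean inhibition plus 3 SD, cut at about 15% in these data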;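 also: 0% = DMSO wells and 100% = excess unlabeled TNYL-RAW peptide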
CYP2C9 activ: human CYP2C9 activators, primary screen, biochemical, luminescence. hit rate 1.4% among 96,000. recombinant CYP2C9, luciferin-H conversion; stronger effect = higher value; factor 1 = untreated enzyme, 0 = blocked. activation factor at 5 µM;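 active = activation factor of 2 or more for CYP2C9 at a 5 µM dose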;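 also: 0 = sulfaphenazole-blocked wells and 1 = vehicle-only wells; values of inactives mirror those of a sister screen read the other way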
CYP2C19 inh: blockers of cytochrome P450 2C19 activity – biochemical, luminescence, ADME assay, primary screen | inhibition, % at 5 µM | hit rate 21% among 96,000 | AID 778, 2007 | CYP2C19 Supersomes, luciferin-H EGE luminescence, 30 min;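 active = CYP2C19 inhibition above a set limit at 5 µM in the primary screen, cut at about 50% in these data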;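 also: plate controls were negative control wells for no effect and 2.5 mM tranylcypromine positive control for full effect; values of inactives mirror those of a sister screen read the other way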
* = called active by the depositor; . = no result given. Outcome played no part in choosing rows. Share with any hit: about 31%.

Below each compound – CYP2C19 activ	PLAP act	CYP2C9 inhib	PostGolgi yeast	PTK2B oligo ant	E coli WT exp	EphB4 ephrin blk	CYP2C9 activ	CYP2C19 inh
CN(C)S(=O)(=O)c1ccc(NC(=O)c2cccnc2)cc1
 : 0.7	0.9	30	8	-0.89	12	1	0.7	28
CSc1cccc(-n2c(C)cc(C(N)=O)c2C)c1
 : 0.3	0.9	19	7	1.1	4	16*	0.8	69*
CCOC(=O)c1cc2oc(C)cc2n1CC(=O)OC1CCCCC1
 : 0.7	1	27	-7	0.56	6	6	0.7	26
CCSC1=C(C#N)C(c2cccc(OC)c2)CC(=O)N1 (stereo not drawn)
 : 0.8	0.9	5	13	0.49	0	3	0.9	23
Cc1ccc2c(c1)c1c(n2C)C(=O)CCC1
 : 1.1	1	-8	0	0.09	7	7	1.1	-6
Cc1nc2ccccc2c(=O)n1NCc1cccs1
 : 0.3	1.2	21	-2	0.3	4	1	0.8	75*
COc1ccc(S(=O)(=O)NCc2ccc3c(c2)OCO3)cc1C
 : 0	0.6	24	4	-0.32	-2	4	0.8	100*
CCOc1ccc2oc(=O)cc(C)c2c1
 : 0.9	0.9	11	4	1.9	6	-2	0.9	12
CCOc1ccccc1NC(=O)CSc1nnnn1-c1ccc(C(=O)OC)cc1
 : 0.9	0.8	7	-3	-0.42	-13	-7	0.9	14
Cc1c(C(=O)Nc2ccncc2)oc2c1C(=O)CC(C)(C)C2
 : 0	0.8	94*	5	0.03	9	-6	0.1	99*
O=C(Cc1ccccc1)NCc1ccc2c(c1)OCO2
 : 0.1	0.7	54*	-3	-0.14	8	0	0.5	95*
COc1ccccc1Cc1nnnn1CC(=O)O
 : 1	1	-6	-3	1.1	3	6	1.1	-1
Cc1nc(SCc2ccc([N+](=O)[O-])cc2)nc2ccccc12
 : 0.9	0.9	-1	-5	-1	-7	1	1	9
Cc1cc(S(=O)(=O)N(C)CCc2ccccc2)ccc1-n1cnnn1
 : 0.4	0.8	26	11	0.39	-7	-1	0.7	57*
S=c1[nH]nc(COc2ccc3c(c2)OCO3)n1-c1ccccc1
 : 0.5	0.9	-3	-6	0.13	4	-1	1	45
O=C(NCc1ccccc1F)C1CCN(C(=O)NCc2ccccc2)CC1
 : 1.2	1.1	-13	17	-0.24	4	1	1.1	-21
O=C(Nc1cccc(Cl)c1N1CCCC1)c1cc2ccccc2o1
 : 0.8	1.1	64*	1	0.23	0	-2	0.4	25
CC(C)Oc1ccc(Cc2cnc(N)nc2N)cc1
 : 1	1.1	-4	-11	0.14	71*	-1	1	-4
Cc1ccc(-c2ccc(/C=C3\C(=O)ON=C3c3ccccc3)o2)c([N+](=O)[O-])c1
 : 0.8	1.1	100*	4	0.04	5	-7	0	24
COc1ccc(-c2cc(C(=O)N3CC4(C)CC3CC(C)(C)C4)no2)cc1OC (stereo not drawn)
 : 1	1	16	7	-1.5	-6	-3	0.8	1
COc1ccc2oc(=O)c(C(=O)Nc3ccccc3-c3ccccc3)cc2c1
 : 1.1	1	-26	12	0.26	-1	.	1.3	-14
Cc1nnc(Nc2ccc3c(c2)ncn3C)c2ccccc12
 : 0.2	1.3	34	-6	-0.22	1	-4	0.7	83*
COC(=O)c1c(C(=O)OC)c2n(c1C)CCC2
 : 1	0.8	-8	-5	0.51	-3	1	1.1	-2
CCc1onc(C)c1C(=O)Nc1cc(C)ccc1OC
 : 1	1	-7	-7	0.39	6	-8	1.1	4
COc1ccccc1Oc1cc(F)nc(N)n1
 : 0.8	1.1	-43	3	-0.24	5	9	1.4	20
Cn1c(CCc2ccccc2)nnc1SCC(=O)N1CCCC1
 : 0.9	0.9	15	-2	0.32	-1	0	0.9	15
O=c1[nH]c(CN2CCN(C/C=C/c3ccccc3)CC2)nc2cc(Cl)ccc12
 : 1	1.9	11	7	0.3	-5	-6	0.9	-3
O=S(=O)(c1cccs1)N1CCc2ccccc21
 : 0.5	1	-131	-4	0.01	3	4	2.3*	51*
Cc1ccc(-c2nnn(CC(=O)N(Cc3ccco3)C(C(=O)NC(C)(C)C)c3cccs3)n2)o1 (stereo not drawn)
 : .	.	.	0	-0.19	-5	-9	.	.
CC1CCCCC1NC(=O)COC(=O)c1ccc(S(=O)(=O)NCc2ccco2)cc1 (stereo not drawn)
 : 0.9	0.8	37	-3	-0.26	-9	6	0.6	6
Cc1ccc(S(=O)(=O)NNc2nc3ccccc3nc2C(F)(F)F)cc1
 : 0.3	1.8	50*	-1	0.23	6	5	0.5	67*
O=C(NC1CCCCC1)c1ccc2c(=O)n(CC3CCCO3)c(=O)[nH]c2c1 (stereo not drawn)
 : 1	1.1	-2	-8	0.21	-2	4	1	0
COc1ccc(-n2c(Cc3cccn3C)nnc2SCC(=O)Nc2ccc3c(c2)OCCO3)cc1
 : 0.7	1.8	36	-9	.	-5	-2	0.6	29
COc1ccc(NCc2nnc(SCC(=O)Nc3ccccc3OC)o2)cc1
 : 0.8	1.3	-10	3	0.57	2	7	1.1	21
Nc1ccc(-n2ccnc2)cc1
 : 0.4	0.9	52*	-3	1.4	2	-4	0.5	58*
O=C(Oc1ccc(/C=N/Nc2ccccc2)cc1)c1ccccc1
 : 0.9	1	22	0	-0.76	-7	3	0.8	10
CS(=O)(=O)N1CCN(C2Cc3ccccc3C2)CC1
 : 0.4	1.5	8	-8	1.5	3	0	0.9	57*
N#Cc1c(N)n(CCOC(=O)c2cccc([N+](=O)[O-])c2)c2nc3ccccc3nc12
 : 1	1	8	-3	0.16	-4	1	0.9	1
CC1CC(C)CN(c2nc3c(c(=O)n(C)c(=O)n3C)n2CCSc2ncccn2)C1 (stereo not drawn)
 : 0.6	1.6	30	2	.	5	-2	0.7	44
C=CCNC(=O)/C(=C\C=C\c1ccccc1)NC(=O)c1ccc(OCCCC)cc1
 : 0.8	1	36	3	0.13	-15	-2	0.6	18
COc1ccc(-n2c(SCC#N)nnc2-c2ccc(NS(=O)(=O)c3ccc(C)cc3)cc2)cc1
 : 0.1	1.4	94*	-4	-2.6	-20	.	0.1	90*
COC(=O)/C(=C/Nc1cccc2ccccc12)[N+](=O)[O-]
 : 0.4	0.9	13	2	-2.9	11	1	0.9	55*
COc1ccc(C(=O)CCC(=O)O)cc1
 : 1	0.9	0	-7	.	-2	-8	1	2
CCCCNCCCOc1cccc(Cl)c1
 : 0.9	0.9	-5	0	0.14	15	.	1.1	7
Cc1cc(C)c(NC(=O)CSc2nnc(-c3ccncc3)n2Cc2ccco2)c(Cl)c1
 : 0.2	1.7	92*	1	0.28	3	-1	0.1	79*

A second format for part of the listing above.
structure	CYP2C19 activ	PLAP act	CYP2C9 inhib	PostGolgi yeast	PTK2B oligo ant	E coli WT exp	EphB4 ephrin blk	CYP2C9 activ	CYP2C19 inh
Cc1ccc(S(=O)(=O)NNc2nc3ccccc3nc2C(F)(F)F)cc1	0.3	1.8	50*	-1	0.23	6	5	0.5	67*
O=C(NC1CCCCC1)c1ccc2c(=O)n(CC3CCCO3)c(=O)[nH]c2c1 (stereo not drawn)	1	1.1	-2	-8	0.21	-2	4	1	0
COc1ccc(-n2c(Cc3cccn3C)nnc2SCC(=O)Nc2ccc3c(c2)OCCO3)cc1	0.7	1.8	36	-9	.	-5	-2	0.6	29
COc1ccc(NCc2nnc(SCC(=O)Nc3ccccc3OC)o2)cc1	0.8	1.3	-10	3	0.57	2	7	1.1	21
Nc1ccc(-n2ccnc2)cc1	0.4	0.9	52*	-3	1.4	2	-4	0.5	58*
O=C(Oc1ccc(/C=N/Nc2ccccc2)cc1)c1ccccc1	0.9	1	22	0	-0.76	-7	3	0.8	10
CS(=O)(=O)N1CCN(C2Cc3ccccc3C2)CC1	0.4	1.5	8	-8	1.5	3	0	0.9	57*
N#Cc1c(N)n(CCOC(=O)c2cccc([N+](=O)[O-])c2)c2nc3ccccc3nc12	1	1	8	-3	0.16	-4	1	0.9	1
CC1CC(C)CN(c2nc3c(c(=O)n(C)c(=O)n3C)n2CCSc2ncccn2)C1 (stereo not drawn)	0.6	1.6	30	2	.	5	-2	0.7	44
C=CCNC(=O)/C(=C\C=C\c1ccccc1)NC(=O)c1ccc(OCCCC)cc1	0.8	1	36	3	0.13	-15	-2	0.6	18
COc1ccc(-n2c(SCC#N)nnc2-c2ccc(NS(=O)(=O)c3ccc(C)cc3)cc2)cc1	0.1	1.4	94*	-4	-2.6	-20	.	0.1	90*
COC(=O)/C(=C/Nc1cccc2ccccc12)[N+](=O)[O-]	0.4	0.9	13	2	-2.9	11	1	0.9	55*

(cont.)
Below each compound – CYP2C19 activ	PLAP act	CYP2C9 inhib	PostGolgi yeast	PTK2B oligo ant	E coli WT exp	EphB4 ephrin blk	CYP2C9 activ	CYP2C19 inh
O=C(O)CCSCC(=O)Nc1c(C(=O)C2CC2)oc2ccccc12
 : 0.9	1.2	11	-2	1.4	-2	5	0.9	15
CC(C)CCNC(=O)C(c1ccco1)N(Cc1cccs1)C(=O)Cn1nnc2ccccc21 (stereo not drawn)
 : 0.3	0.9	59*	-14	-3.1*	-8	.	0.4	73*
O=S(=O)(c1cccc2nsnc12)N1CCc2ccccc2C1
 : .	.	.	18	0.15	-7	5	.	.
CNC(=O)CSc1nc2nc(C)cc(C)n2n1
 : 0.8	1	8	0	0	-3	4	0.9	16
Cc1ccc(C(C(=O)NCc2ccc(F)cc2)N(C(=O)c2csnn2)C2CC2)o1 (stereo not drawn)
 : 0.6	0.9	38	-1	0.82	-2	-9	0.6	39
O=C(Nc1ccc(Cl)cc1)c1cc2nc(-c3ccco3)cc(C(F)(F)F)n2n1
 : 0.8	1	71*	4	-0.3	-12	-4	0.3	17
O=C(O)C1C2C=CC3(CN(Cc4ccccn4)C(=O)C13)O2 (stereo not drawn)
 : 1.3	1.1	-27	3	2.1	1	8	1.3	-30
N#CC(c1ccccc1)(c1ncc(C(F)(F)F)cc1Cl)N1CCOCC1 (stereo not drawn)
 : 0.8	1.3	1	8	0.71	-3	3	1	20
CC(=Nc1ccc(O)cc1)c1sc2ccccc2c1O
 : 0.9	0.9	14	0	-1.1	-2	9	0.9	7
COc1cc2c(cc1NC(=S)Nc1cccc3ccccc13)oc1ccccc12
 : 0.9	1.1	9	-11	-0.97	-8	2	0.9	7

Complete entries as entered above:
Listed for `CC(=Nc1ccc(O)cc1)c1sc2ccccc2c1O` → CYP2C19 activ: 0.9; PLAP act: 0.9; CYP2C9 inhib: 14; PostGolgi yeast: 0; PTK2B oligo ant: -1.1; E coli WT exp: -2; EphB4 ephrin blk: 9; CYP2C9 activ: 0.9; CYP2C19 inh: 7
Listed for `O=C(O)CCSCC(=O)Nc1c(C(=O)C2CC2)oc2ccccc12` → CYP2C19 activ: 0.9; PLAP act: 1.2; CYP2C9 inhib: 11; PostGolgi yeast: -2; PTK2B oligo ant: 1.4; E coli WT exp: -2; EphB4 ephrin blk: 5; CYP2C9 activ: 0.9; CYP2C19 inh: 15
